Bioassay records deposited in PubChem by National Center for Advancing Translational Sciences (NCATS).
EPAC2 antagonist – antagonists of human EPAC2 | 360,000 tested, 0.18% active | Q8WZA2 | EPAC2 GEF exchange of Rap1B-BODIPY-GDP, fluorescence | Potency, µM (highest dose often 114 µM), for the others: top-dose activity, negative = inhibition, actives largely listed as inhibitors; note: potency is the fitted concentration of half-maximal effect; % is set by controls: 0 for no effect and ±100 for the full control effect; nearly all actives have a fitted effect of over 45% in size; many of its hits are not listed in these tables
TDP43 rescue – rescues yeast growth from TDP-43 toxicity; 410,000 tested, 1.8% active; Potency, µM (top dose mostly 46.1 µM), without a hit: top-dose growth rescue (activation), actives largely listed as activators; AID 652104; TDP-43 expressing yeast growth rescue, BacTiter-Glo, 24 h; note: potency is the fitted concentration of half-maximal effect; % of control where 0% means no effect; nearly all actives have a fitted effect of over 50% in size
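Galactose-induced TDP-43 yeast, OD600=0.02, compound pinned; 24 hr, 30 deg C; BacTiter-Glo luminescence for growth. Inhibitors of TDP-43 toxicity read as activators.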
FUS suppressor – FUS proteinopathy suppression in yeast. S. cerevisiae FUS-expressing, growth rescue, OD600, 24 h. Potency, µM (highest dose often 76.6 µM), inactives show top-dose growth rescue (activation), actives largely listed as activators. 390,000 tested, 0.24% active;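 note: potency is the fitted concentration of half-maximal effect; plate controls were DMSO vehicle for no effect and reference control for full effect; nearly all actives have a fitted effect of over 55% in size; some results filed as inactive show a strong effect at the top dose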
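Galactose (2%) drives FUS expression in yeast precultured in raffinose; seeding density OD 0.005. Test compounds incubated 24hr at 30C and 99% humidity before absorbance at 600 nm was measured.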
DRD3 antagonist – antagonists of human D3 dopamine receptor | 360,000 tested, 2.5% active | D3R cells, DiscoveRx beta-arrestin luminescence, antagonist mode; active compounds read low | AID 652054 | max response, negative = inhibition, %; in the data active = max response below about -50%; inconclusive = no clear call, values can overlap the other calls; note: % is set by controls: 0 for no effect and ±100 for the full control effect; mostly tested at two doses, the higher about 12 µM
Target sequence (P35462 whole entry, looked up): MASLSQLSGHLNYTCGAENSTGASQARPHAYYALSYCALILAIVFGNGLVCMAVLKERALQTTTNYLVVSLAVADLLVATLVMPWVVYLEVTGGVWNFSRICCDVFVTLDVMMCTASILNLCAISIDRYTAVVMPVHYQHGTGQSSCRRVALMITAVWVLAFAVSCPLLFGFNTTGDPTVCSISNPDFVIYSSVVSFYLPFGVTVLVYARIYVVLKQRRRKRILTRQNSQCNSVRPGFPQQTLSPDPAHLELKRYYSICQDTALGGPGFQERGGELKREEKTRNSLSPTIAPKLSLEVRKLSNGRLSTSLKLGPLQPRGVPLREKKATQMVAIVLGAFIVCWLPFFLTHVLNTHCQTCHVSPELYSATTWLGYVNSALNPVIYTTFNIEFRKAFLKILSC
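Cells expressing the human receptor were seeded at 1500 cells/well, incubated overnight at 37 degrees C in 5% CO2, then exposed to library compounds with dopamine controls for 90 minutes at 37 degrees C before luminescent detection.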
EPAC2 ag – EPAC2 (human) agonism | Q8WZA2 | EPAC2 activation, biochemical qHTS; response scale: 100% = 6.5 mM cAMP response | Potency, µM (series often up to 154 µM), without a hit: at the top dose activation, most hits filed as activators | 360,000 tested, 0.079% active | AID 720711; note: potency is the fitted concentration of half-maximal effect; nearly all actives have a fitted effect of over 50% in size
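Readout is BODIPY fluorescence (480 nm excitation, 540 nm emission), which falls as labeled GDP is exchanged off Rap1B. EPAC2 at 100 nM acted on 250 nM RAP1B-BODIPY-GDP with 50 uM GDP present.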
aSyn yeast inh – rescues yeast growth from alpha-synuclein toxicity; 370,000 tested, 0.14% active; AID 652106; Yeast expressing alpha-synuclein, growth rescue, BacTiter-Glo, 24 h; Potency, µM (highest dose often 46.1 µM), inactives show at the top dose growth rescue (activation), hits mostly activators; note: potency is the fitted concentration of half-maximal effect; % of control where 0% means no effect; nearly all actives have a fitted effect of over 65% in size
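Galactose-induced alpha-syn yeast (OD600=0.02, raffinose-pregrown) + pinned cpd, 24 hr, 30 deg C; growth by BacTiter-Glo luminescence. Growth restoration scores as activation.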
DRD3 agonist – D3 dopamine receptor (human) agonism; P35462; D3R DiscoveRx beta-arrestin cells, luminescence, 90 min; max activation, %; 410,000 tested, 0.58% active; AID 652048; in the data active = max activation above about 30%; note: 0% is about no effect; mostly tested at two doses, the higher about 12 µM
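Agonist mode: compounds and dopamine controls were applied to plated cells for 90 min at 37 degrees C after an overnight attachment at 1500 cells/well. Luminescent read-out followed 30 - 60 minutes at room temperature with DiscoveRx detection reagent.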
Abeta yeast res – restores growth of yeast expressing A-beta42 peptide | yeast expressing A-beta42, growth rescue, OD600, 48 h; response scale: 0% DMSO, 100% iron-clioquinol control | Potency, µM (top dose mostly 46.1 µM), without a hit: at the top dose growth rescue, usual class: activators | 410,000 tested, 0.063% active | AID 1347071; note: potency is the fitted concentration of half-maximal effect; nearly all actives have a fitted effect of over 55% in size
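Growth rescue measured by 600 nm absorbance after 48 h yeast culture at 30 C with compound. Values normalized between DMSO and an equimolar ferric chloride plus clioquinol control.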
* hit, by the source's call; ? = inconclusive; . = no result given; [ ] = another dose, or the depositor's remark. Unless noted, calls come from the whole dose curve; as a rule, active = well fitted curve in the direction sought with a large enough effect; inconclusive = small, poorly fitted or top-dose-only effect, or another doubt; inactive = no such curve, though single readings can be large; an effect the other way counts as inactive or inconclusive. These rows are one share of the data (hit frequency here may not be typical).

Structure,EPAC2 antagonist,aSyn yeast inh,Abeta yeast res,FUS suppressor,DRD3 antagonist,TDP43 rescue,EPAC2 ag,DRD3 agonist
Cc1cccc(N2C(=O)C3CC3C2=O)c1 (stereo unspecified),-2.9%,-3.2%,-14.2%,22.7%,-3.5,0.6%,-0.4%,-12.3
COc1ccc(NC(=S)N2CCC(N(C)CCN3CCOCC3)CC2)cc1Cl,4.2%,-0.3%,1.9%,-0.2%,-11.7,-3.3%,9.6%,-2.6
Cn1c(N)c(C(C[N+](=O)[O-])c2c(F)cccc2Cl)c(=O)n(C)c1=O (stereo unspecified),-9.0%,9.9%,3.3%,-3.9%,-0.1,11.2µM*,8.1%,0.7
Nc1ccc(NC(=O)c2cccs2)c(Cl)c1,-2.9%,-4.5%,-8.4%,7.9%,-7.1,2.4%,11.6%,4.4
CCCCn1nc2cc(C(=O)NCC34CC5CC(CC(C5)C3)C4)ccc2c1OC,-8.7%,3.1%,3.8%,26.5%,13.0,11.8%,5.4%,3.4
CSc1sccc1/C=C(/C#N)C(=O)c1ccco1,2.4%,-20.2%,14.0%,24.7%,3.8,4.8%,9.4%,13.3
COc1ccccc1CNc1nc(NC(C)C)nc2ccsc12,-13.1%,4.3%,-8.9%,-8.9%,14.2,7.4%,4.7%,3.5
CC(C)CCNC(=O)N1CCN(S(=O)(=O)c2ccc3c(ccn3C)c2)CC1,.,0.6%,-6.6%,7.3%,.,24.5%,.,5.9
Clc1cccc(CN2CCC3CC2c2cc(N4CCCCC4)ccc23)c1 (stereo unspecified),2.1%,-0.3%,-11.8%,-13.0%,-24.2,-2.9%,14.0%,-21.7
Cc1ccc(C(=O)NCCCNC(=O)c2ccco2)cc1C,-3.1%,1.4%,-6.4%,2.5%,-14.1,1.7%,4.8%,-1.2
CCCN(c1ccc(C(C)C)cc1)S(=O)(=O)c1ccc2c(c1)CCN2C(=O)CC,.,.,-15.8%,-12.6%,.,-9.2%,.,-20.7
N#Cc1ccc(CSc2nnc(NC(=O)c3ccc(=O)[nH]c3)s2)cc1,-3.7%,4.9%,-7.6%,15.3%,-7.1,7.4%,3.4%,4.9
CC(C)c1ccc(NCCC(=O)c2ccc(Br)cc2)cc1,6.7%,-2.1%,8.4%,-7.3%,4.7,-3.8%,15.3%,4.3
O=C(O)CSCC(=O)NCc1ccccc1Cl,0.2%,-6.7%,0.8%,10.1%,4.6,-13.0%,5.6%,2.4
COc1ccc(C2c3[nH]c4ccccc4c3CCN2CCCn2cccn2)cc1C (stereo unspecified),4.7%,-18.7%,-2.7%,41.4%,-2.9,-9.2%[9.22 µM],5.2%,-21.3
Cc1cccc(CC(=O)NCC2CCCCC2)c1,-4.9%,4.2%,1.9%,-15.6%,-13.5,27.9%,1.2%,2.8
O=C(NNC(=O)C1CC1)c1cccc([N+](=O)[O-])c1,1.2%,-2.3%,-7.7%,-32.0%,-6.8,-9.7%,5.8%,-2.9
Cn1c(=O)cc(OCCCC(=O)N2CCCCC2)c2ccccc21,0.7%,8.0%,18.0%,11.2%,4.8,2.1%,-10.5%,0.7
CC(C)c1nc(SCC(=O)NC(=O)NC(C)(C)C)n[nH]1,-3.9%,-9.6%,-2.7%,-11.0%,2.2,-4.3%,3.3%,-13.2
O=C(NCCCN1C(=O)c2ccccc2C1=O)OCc1ccccc1,-0.7%,2.9%,-6.7%,2.0%,-9.9,0.0%,1.2%,0.1
COc1cccc(-c2cc3nc4c(c(N5CCC6(CC5)OCCO6)n3n2)CCCC4)c1,1.2%,?,-77.2%[inhibitor],?,32.1,?,10.6%,0.7
Cc1cc(O)c(C(=O)c2ccccc2C(=O)O)cc1C,18.5%,-0.5%,8.2%,-13.0%,-10.8,13.0%,-6.0%,-8.2
CN(C)CCCN(C(=O)c1ccc(Cl)s1)c1nc2cc3c(cc2s1)OCO3,-1.0%,19.2%,8.0%,8.0%,-11.2,1.3%,4.0%,-9.1
COC(=O)/C(=C\C=C\c1ccccc1)NC(=O)c1ccccc1,0.0%,-1.4%,-9.8%,22.7%,-13.7,-14.9%,16.3%,-4.5
CCOC(=O)c1[nH]c2ccc(OC)cc2c1NC(=O)CCN1CCSCC1,-0.4%,-4.1%,-9.9%,.,-7.1,-29.8%,8.5%,-0.4

Next part; the last two above are carried over.
Structure,EPAC2 antagonist,aSyn yeast inh,Abeta yeast res,FUS suppressor,DRD3 antagonist,TDP43 rescue,EPAC2 ag,DRD3 agonist
COC(=O)/C(=C\C=C\c1ccccc1)NC(=O)c1ccccc1,0.0%,-1.4%,-9.8%,22.7%,-13.7,-14.9%,16.3%,-4.5
CCOC(=O)c1[nH]c2ccc(OC)cc2c1NC(=O)CCN1CCSCC1,-0.4%,-4.1%,-9.9%,.,-7.1,-29.8%,8.5%,-0.4
CS(=O)(=O)c1ccc2nc(NC(=O)c3ccc(N4CCCC4=O)cc3)sc2c1,6.7%,0.1%,-2.5%,9.9%,0.9,-5.3%,5.4%,-0.1
COc1ccc(CCNC(=O)C(C)c2ccc([N+](=O)[O-])cc2)cc1 (stereo unspecified),-10.2%,-6.9%,1.5%,1.4%,-8.1,?,5.3%,-2.3
O=C(Cn1nnc(-c2ccc(CN3CCOCC3)cc2)n1)N1CCCc2ccccc21,-0.8%,5.0%,8.8%,9.8%,?,24.8%,2.5%,-2.1
CCC(=O)NCCc1nc2cc(NC(=O)c3cccs3)ccc2n1C,1.2%,1.7%,-7.2%,-2.0%,5.5,-1.3%,-1.1%,-0.9
COc1ccc(/C(O)=C/Sc2nnc(Cc3ccccc3)o2)cc1,-8.0%,8.3%,?,.,-8.4,?,19.7%,1.5
COc1ccc(NS(=O)(=O)c2ccc(C)c(C(=O)OC(C)C(=O)N3CCOCC3)c2)cc1 (stereo unspecified),8.2%,5.4%,3.0%,-1.8%,9.0,-11.8%,1.8%,10.5
CCOC(=O)C1CCN(c2nc3ccccc3nc2C(C#N)C(=O)OC(C)COC)CC1 (stereo unspecified),-16.4%,?,6.2%,30.7%,13.9,-51.8%[inhibitor],7.8%,1.6
CCOc1ncccc1C(=O)OC(C)C(=O)Nc1ccc(Cl)cn1 (stereo unspecified),?,-3.1%,11.1%,-14.3%,43.0,7.5%,4.7%,0.2
CC1(C)CC(=O)C2=C(C1)Nc1ccccc1[S@]2=O,2.2%,-6.7%,3.4%,-1.5%,71.3,1.2%,4.1%,-3.2
O=C(Nc1ccc(O)c(-c2nc3ccccc3s2)c1)c1cccs1,9.5%,0.7%,-1.5%,3.8%,-20.7,-15.5%,6.0%,-12.6
O=C(CCSCc1ccc(Cl)cc1)NCc1cccs1,-0.4%,2.8%,27.7%,-9.5%,-14.4,17.0%,8.3%,6.3
Cc1ccc(-c2nc(CS(=O)CC(=O)NCc3ccccc3Cl)c(C)o2)cc1 (stereo unspecified),.,.,3.7%,19.1%,.,0.0%,.,3.5
Cc1nc(/N=C\N(C)C)sc1C(=O)Nc1ccccc1,2.7%,-18.9%,-6.2%,10.4%,-13.6,-20.5%,3.4%,-5.5
Cc1ccc([C@H]2C[C@H](n3cc(C4CC4)nn3)[C@@H](O)CN2CC2CCCCC2)cc1,-20.7%,2.0%,5.3%,37.8%,31.6,23.6%,-2.9%,1.1
COC(=O)c1c(-c2ccccc2)noc1C,4.1%,3.8%,-2.9%,-14.0%,11.4,10.4%,6.8%,4.4
O=C(COc1ccccc1)NC(=S)Nc1cccc([N+](=O)[O-])c1,9.2%,2.5%,0.0%,.,-4.5,7.7%,4.2%,7.3
NNC(=O)CN1C(c2ccccc2)=Nc2ccc(Br)cc2C1c1ccccc1 (stereo unspecified),-7.0%,-6.5%,-13.2%,19.6%,-18.0,?,4.1%,-11.2
CCOc1ccc(C(=O)OCC(=O)NCc2ccccc2)cc1OCC,-5.2%,4.9%,0.0%,7.3%,12.8,25.7%,0.3%,2.4
Cc1ccc2nc(N(CCCN(C)C)C(=O)c3ccc4ncsc4c3)sc2c1,4.7%,12.9%,-12.6%,9.3%,2.4,-10.4%,-5.8%,-17.3
O=C(O)/C=C/C(=O)Nc1ccccc1SC(F)(F)C(F)(F)C(F)(F)F,?,-10.8%,-11.5%,19.7%,-5.3,5.1%,11.3%,-8.0
COC(=O)c1ccc2[nH]c3cccc(/C(=C/c4ccccc4)c4ccccc4)c3c2c1,-13.4%,7.8%,2.0%,-29.7%,31.6,18.3%,14.4%,-20.5
Cc1ccc(S(=O)(=O)n2nc(-c3ccco3)nc2NCc2ccc(N(C)C)cc2)cc1,.,.,-7.3%,?,.,-17.7%,.,-14.5
O=C(Nc1cc(Cl)ccc1O)C1CC(c2ccccc2Cl)=NO1 (stereo unspecified),-3.2%,4.7%,4.1%,7.8%,4.6,15.3%,9.3%,1.6
COc1ccc(-c2cc(C(=O)N3CCC3)c3ccccc3n2)cc1OC,3.9%,2.0%,5.1%,10.5%,20.6,14.4%,-2.2%,7.5
CCCCCC(O)(c1ccc(OCC)cc1)C(CN1CCOCC1)c1ccccc1 (stereo unspecified),?,8.3%,13.3%,38.8%,4.7,-14.9%,-6.5%,-14.4
